Bioassay records from PubChem.
CHT allo act: human CHT allosteric activation. CHT-expressing cells, membrane potential dye, choline EC20; active compounds read high; LV-AA mutant CHT in HEK293 cells. B-score at 10 µM. hit rate 0.49% among 310,000. AID 488977;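 active = initial fluorescence not abnormally high and integrated response B-score, plate-corrected, over 3 SD above library mean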
Target sequence (Q9GZV3 whole entry, looked up): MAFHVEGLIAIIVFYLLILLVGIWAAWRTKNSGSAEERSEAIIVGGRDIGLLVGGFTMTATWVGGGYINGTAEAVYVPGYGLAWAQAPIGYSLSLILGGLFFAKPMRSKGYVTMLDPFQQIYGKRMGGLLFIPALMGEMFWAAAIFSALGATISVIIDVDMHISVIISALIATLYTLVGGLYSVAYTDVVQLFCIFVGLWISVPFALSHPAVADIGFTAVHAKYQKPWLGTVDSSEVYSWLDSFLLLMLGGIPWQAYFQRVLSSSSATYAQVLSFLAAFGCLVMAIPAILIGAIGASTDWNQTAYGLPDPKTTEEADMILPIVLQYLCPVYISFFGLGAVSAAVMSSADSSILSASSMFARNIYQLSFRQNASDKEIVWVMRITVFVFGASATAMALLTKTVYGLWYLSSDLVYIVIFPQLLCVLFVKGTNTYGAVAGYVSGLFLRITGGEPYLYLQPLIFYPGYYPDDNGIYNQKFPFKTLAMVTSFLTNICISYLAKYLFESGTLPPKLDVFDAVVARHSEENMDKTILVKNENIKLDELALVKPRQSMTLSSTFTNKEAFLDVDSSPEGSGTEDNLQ
CHT inh: human CHT choline transport inhibition; Q9GZV3; CHT-expressing cells, membrane potential dye, choline response; active compounds read low; B-score at 10 µM; hit rate 0.86% among 310,000;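 active = B-score over 3 SD under the library average, and starting fluorescence ratio not unusually high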;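 also: choline stimulus applied at its EC90 after an EC20 pre-addition; B-score computed on integrated fluorescence ratio after choline addition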
* hit, by the source's call; i = inactive. Compounds were not picked by outcome; any-hit rate near 1.4%.

SMILES	CHT allo act	CHT inh
CC(C)Oc1ccc(C(=O)Nc2ccc(N3CCN(C(=O)c4ccco4)CC3)cc2)cc1	i	i
COCCn1c(SCC(=O)Nc2ccccc2)nnc1-c1ccoc1C	i	i
CC(=O)CSc1nnc(-c2ccc(S(=O)(=O)N3CCCC3)cc2)n1C	i	i
COc1ccccc1NC(=O)Cn1cc(C(=O)c2ccco2)c2ccccc21	i	i
COC(=O)C(C)Nc1cccc(Br)c1 (stereo not given)	i	i
CSc1ccc(CN(C)C(=O)C23CC4CC(CC(Cl)(C4)C2)C3)cc1	i	i
CN1CCN(C(=O)/C(=C/c2cccnc2)NC(=O)c2cccc(Br)c2)CC1	i	i
CCc1cc2c(=O)[nH]c(N3CCOCC3)nc2s1	i	i
Cc1cc(N2C(=O)c3ccccc3C2=O)n(C)n1	i	i
CCCC(=O)n1nc(-c2ccco2)nc1N	i	i
COc1ccc(OC)c(NS(=O)(=O)c2ccc(-c3coc(C)n3)cc2)c1	i	i
COC(=O)c1ccc(-c2csc(NC(=O)C3=COCCO3)n2)cc1	i	i
COc1ccc(-c2[nH]ncc2CN(C)CCN2CCOCC2)cc1F	i	i
COc1ccc(-c2csc(N(CCCN(C)C)C(=O)c3ccc(Br)cc3)n2)cc1	i	i
COc1ccc(CN(C(=O)/C=C/c2ccco2)C2CCS(=O)(=O)C2)cc1 (stereo not given)	i	i
CSc1ccc(C(=O)C2CCCN(S(=O)(=O)c3c(C)noc3C)C2)cc1 (stereo not given)	i	i
CN1CCN(c2nc(-c3ccc(Cl)cc3)cc(=O)[nH]2)CC1	i	i
CCS(=O)(=O)C(C)(CCl)C(=O)Nc1ccc(C(=O)OC)cc1 (stereo not given)	i	i
COc1cc(N2C(=O)c3ccccc3C2=O)c(Cl)cc1C(=O)OCC(=O)NCc1ccco1	i	i
Cc1cccc(OC(=O)c2sc3ncn(C)c(=O)c3c2C)c1	i	i

Part of the list above, with bars between the fields.
SMILES | CHT allo act | CHT inh
CSc1ccc(C(=O)C2CCCN(S(=O)(=O)c3c(C)noc3C)C2)cc1 (stereo not given) | i | i
CN1CCN(c2nc(-c3ccc(Cl)cc3)cc(=O)[nH]2)CC1 | i | i
CCS(=O)(=O)C(C)(CCl)C(=O)Nc1ccc(C(=O)OC)cc1 (stereo not given) | i | i
COc1cc(N2C(=O)c3ccccc3C2=O)c(Cl)cc1C(=O)OCC(=O)NCc1ccco1 | i | i
Cc1cccc(OC(=O)c2sc3ncn(C)c(=O)c3c2C)c1 | i | i

(next part)
SMILES	CHT allo act	CHT inh
Cc1onc(-c2ccccc2Cl)c1C(=O)NNC(=O)C1CCN(Cc2ccccc2)CC1	i	i
COc1ccc(OC)c(NC(=O)c2ccccc2N(Cc2ccccc2)S(C)(=O)=O)c1	i	i
CCN1C(=O)N[C@@H](c2ccccc2)[C@@H](C(=O)OC)[C@H]1C	i	i
COc1ccccc1-n1c(C)nc2cc(C(=O)O)ccc21	i	i
Cc1ccc(NC(=O)CS(=O)c2ccccc2N)c(C)c1 (stereo not given)	i	i
O=C(NCCS(=O)(=O)N1CCN(c2ccc(F)cc2)CC1)c1ccco1	i	i
COc1ccc(N2CC(C(=O)N[C@@H](C)C(=O)NC3CCCCC3)CC2=O)cc1 (stereo not given in full)	i	i
CC(C)CNC(=O)C1CCCN(C(=O)NCc2ccccc2)C1 (stereo not given)	i	i
COc1ccc(/C=C/C(=O)NC(=S)NNC(=O)c2cnccn2)cc1	i	i
CN1CCC(N(C)C(=O)c2cc(=O)c3ccccc3o2)CC1	i	i

A second format for part of the listing above.
Value order – CHT allo act | CHT inh
- COc1ccccc1-n1c(C)nc2cc(C(=O)O)ccc21
  i | i
- COc1ccc(/C=C/C(=O)NC(=S)NNC(=O)c2cnccn2)cc1
  i | i
- CC(C)CNC(=O)C1CCCN(C(=O)NCc2ccccc2)C1 (stereo not given)
  i | i
- CCN1C(=O)N[C@@H](c2ccccc2)[C@@H](C(=O)OC)[C@H]1C
  i | i
- COc1ccc(N2CC(C(=O)N[C@@H](C)C(=O)NC3CCCCC3)CC2=O)cc1 (stereo not given in full)
  i | i
- CN1CCC(N(C)C(=O)c2cc(=O)c3ccccc3o2)CC1
  i | i

3 compounds already listed, sorted by length of the SMILES, highest first.
SMILES	CHT allo act	CHT inh
CCN1C(=O)N[C@@H](c2ccccc2)[C@@H](C(=O)OC)[C@H]1C	i	i
O=C(NCCS(=O)(=O)N1CCN(c2ccc(F)cc2)CC1)c1ccco1	i	i
COc1ccccc1-n1c(C)nc2cc(C(=O)O)ccc21	i	i

(cont.)
SMILES	CHT allo act	CHT inh
COc1ccc(CNC(=O)CN(C(=O)c2csnn2)c2ccc3c(c2)OCCO3)cc1	i	i
Cc1cccc(N(C)C(=O)c2cc(S(=O)(=O)N3CCCCC3)c[nH]2)c1	i	i
Cc1onc(-c2c(F)cccc2Cl)c1C(=O)N=C(N)N1CCCC1	i	i
CCOCC(=O)Nc1nnc(COc2ccc(Cl)cc2)s1	i	i
CCCCn1c(N)c(N(CCOC)C(=O)c2cccc(N3C(=O)c4ccccc4C3=O)c2)c(=O)[nH]c1=O	i	i
CCOC(=O)CSCC(=O)Nc1nnc(-c2cccc([N+](=O)[O-])c2)s1	i	i
C/C(=N\NC(=O)c1ccc(CSc2nncn2C)cc1)c1ccc(Cl)cc1	i	i
Cc1cc(C)cc(NC(=O)NC2CCCCCCC2)c1	i	i
COc1cc(NS(=O)(=O)c2ccccc2)ccc1-n1nc(C)cc1C	i	i
O=C(c1ccccc1)c1ccc(OCC(O)CN2CCN(S(=O)(=O)N3CCCCC3)CC2)cc1 (stereo not given)	i	i
Cc1sc(NC(=S)NC(=O)c2ccco2)c(C(N)=O)c1C	i	i
COc1ccccc1OCCCCN1CCN(c2ccccc2OC)CC1	i	i
Cc1[nH]n(-c2ccccc2)c(=O)c1C(c1cccc([N+](=O)[O-])c1)c1c(C)[nH]n(-c2ccccc2)c1=O	i	i
O=C(CSc1nc2ccccc2c(=O)n1-c1ccc(F)cc1)Nc1ccc(Cl)c(S(=O)(=O)N2CCOCC2)c1	i	i
O=C(NCC1CCN(S(=O)(=O)c2ccccc2)CC1)Nc1ccc(F)cc1	i	i
CC(/C=C/c1ccccc1)=N\NC(=O)CNC(=O)c1ccccc1Cl	i	i
O=C(Nc1c(Cl)cc(Cl)cc1-c1nc2ccccc2s1)c1ccc(Br)o1	i	i
COc1ccccc1NC(=S)NN1CCN(C)CC1	i	i
Cc1ccccc1N1CCN(C(=S)c2ccccc2)CC1	i	i
COc1ccc(NC(=O)CN2CCc3ccccc3C2)cc1OC	i	i
c1ccc(COc2ccccc2CNc2nn[nH]n2)cc1	i	i
Cc1ccc(OCc2cc(C(=O)N(CCO)Cc3cccs3)no2)cc1C	i	i
Cc1ccccc1OCc1nnc(SCc2cc(=O)[nH]c3ccccc23)n1-c1ccccc1	i	i
Clc1ccc(Oc2nc3c(Cl)cccc3s2)cc1Cl	i	i
CCc1nc2ccc(C(=O)NC3CCC(C)CC3)cc2nc1CC (stereo not given)	i	i
COc1cc(C(=O)Oc2ccccc2N)cc(OC)c1OC	i	i
Nc1c2c(nc3c1CCC3)CCCC2	12.4*	i
CN(C)C(CNc1ccc(S(C)(=O)=O)cc1[N+](=O)[O-])c1ccccc1 (stereo not given)	i	i
COc1ccc(-c2noc(CN(C)C(=O)c3ccc4c(c3)OCO4)n2)cc1	i	i
O=C(CCc1nnc(CCCCc2ccccc2)o1)NC1CCCC1	i	i
CCCCOC(=O)Sc1nc2ccccc2o1	i	i
COc1ccc(C)cc1-n1c(C)cc(C=O)c1C	i	i
O=C(Nc1ccccc1Cl)c1ccc(S(=O)(=O)N2CCOCC2)cc1	i	i
N#CC1(Nc2cccc(Br)c2)C(=O)Nc2ccccc21 (stereo not given)	i	i
O=C(c1ccco1)N1CCN(C2CCCC2)CC1	i	i
O=C1NC(=O)/C(=C\c2ccc(Sc3ccc(Cl)cc3)o2)N1	i	i
O=S(=O)(c1ccc(Cl)cc1Cl)n1ccc2cccnc21	i	i
CN(CC(=O)Nc1ccc(N2CCOCC2)cc1)C(=O)c1cc(S(=O)(=O)N(C)C)ccc1Cl	i	i
O=C(NC1CCCCC1)N1CCc2[nH]c3ccccc3c2C1	i	i
CC(C)CCOP(=O)(c1ccccc1)c1ccccc1	i	i
COc1ccc(N=Nc2cc(C)c(O)c(CN3CCCCC3)c2)cc1	i	i
CC(C)[C@H](NC(=O)N1c2ccccc2NC(=O)[C@@H]1C(C)C)C(=O)N[C@H](C(=O)O)c1ccccc1	i	i
CC(C)(C)c1ccc(-c2nnc(N)o2)cc1	i	i
Cc1ccc(C(=O)NC2CCCCC2)cc1	i	i
COc1ccc(C2=NN(C(=O)CSc3nc(=O)n4cc(C)ccc4n3)C(c3ccc(C)cc3)C2)cc1 (stereo not given)	i	i
COc1ccc(N(C(=O)Cn2nnc(-c3ccc(Cl)cc3)n2)C(C(=O)NCC2CCCO2)c2ccncc2)cc1 (stereo not given)	i	i
COCCCN1C(=O)C(O)=C(C(=O)c2ccc(C)o2)C1c1cccc(Br)c1 (stereo not given)	i	i
O=C(CCc1nnc(C2(c3ccc(Cl)cc3)CCC2)o1)NCCCn1cccn1	i	i
CCOC(=O)N1CCC(NC(=O)c2ccc(CS(=O)c3cccc(C)c3)o2)CC1 (stereo not given)	i	i
COc1cccc(C(=O)Nc2ccc(NC(=O)c3ccco3)cn2)c1	i	i

Compound profiles, from the list above. Order of screens: CHT allo act | CHT inh
Record of CC(C)(C)c1ccc(-c2nnc(N)o2)cc1 = i | i
Record of COc1ccc(N(C(=O)Cn2nnc(-c3ccc(Cl)cc3)n2)C(C(=O)NCC2CCCO2)c2ccncc2)cc1 (stereo not given) = i | i

(listing goes on)
SMILES	CHT allo act	CHT inh
O=C(Nc1ccc(F)cc1)C1(S(=O)(=O)c2ccc(Cl)cc2)CC1	i	i
O=C(COc1ccccc1)N1CCN(C(=O)c2ccccc2F)CC1	i	i
CCOC(=O)C1CCN(C/C=C/c2ccccc2[N+](=O)[O-])CC1	i	i
CN(Cc1ccccc1)c1nc2c(c(=O)[nH]c(=O)n2C)n1Cc1ccccc1Cl	i	i
COc1cccc(N2[C@@H](CC(C)=O)c3ccc(/C=C/C(C)=O)cc3S2(=O)=O)c1	i	i
c1ccc(CSc2nnc3ccc(-c4ccncc4)nn23)cc1	i	i
Cc1ccc(C(=O)N2CCN(c3cnn(C)c(=O)c3Cl)CC2)cc1	i	i
O=C1CC(NC(=O)C(F)(F)F)c2cc3c(cc21)OCO3 (stereo not given)	i	i
O=C(CC1C(=O)NCCN1C/C=C/c1ccccc1)NCCc1cnccn1 (stereo not given)	i	i
CCCCN(C(=O)c1ccccc1OCc1ccc(F)cc1)c1c(N)n(CCC)c(=O)[nH]c1=O	i	i
CCOC(=O)Cc1nnc(NC(=O)COc2ccc(F)cc2)s1	i	i
COc1ccccc1C(=O)NNC(=O)c1ccc(C)cc1	i	i
COc1ccc(NC(=O)CSc2nc3c(sc4ccccc43)c(=O)n2CCCN2CCCC2)cc1	i	i
O=C(CSc1nc2ccccc2o1)NCC1CCCO1 (stereo not given)	i	i
CC1(C)CC(=O)C=C(NNC(=O)C2CCCCC2)C1	i	i
COc1ccc(C(=O)N/N=C/c2ccc(OC(=O)c3cccs3)cc2)cc1	i	i
O=C(/C=C/c1ccc2c(c1)OCCCO2)c1ccccc1O	i	i
CC(C)Cn1c(=O)c2ccccc2n2c(CCC(=O)NCc3ccccn3)nnc12	i	i
COc1ccc(OC)c(NC(=O)CSCc2cnn(-c3ccccc3)c2-n2cccc2)c1	i	i
O=C(Nc1ccccc1C(=O)N1CCCC1)c1ccccc1	i	i
CCO[C@@H]1OC(C(=O)N2CCOCC2)=C[C@H](c2coc3ccccc3c2=O)[C@H]1CCCO	i	i
Cc1cc(C)cc(NC(=O)CSc2nc3c(c(=O)[nH]2)CN(Cc2ccc(F)cc2)CC3)c1	i	i
CCOc1cc(-c2nc(C)c(C(C)=O)n2O)ccc1OCC(=O)Nc1ccc(F)cc1	i	i
COC(=O)Cn1cnc2scc(-c3ccc(C)cc3)c2c1=O	i	i
Cc1noc(NS(=O)(=O)c2ccc(NC(=O)CSc3nc4c(cc3C#N)CCCCC4)cc2)c1C	i	i
c1ccc2c(c1)nc1n2CC2CON(C3CCCCC3)C12 (stereo not given)	i	i
O=[N+]([O-])c1cccc(NC(=S)N2CCc3ccccc3C2)c1	i	i
CSc1nc2ccc(NC(=O)c3c(-c4ccccc4)noc3C)cc2s1	i	i
COc1cccc(N(CC(=O)NC2CC3CCC2C3)S(=O)(=O)c2ccccc2)c1 (stereo not given)	i	i
CCN1CCN(C(=S)c2ccc(OCC(=O)Nc3ccc(OC)cc3)cc2)CC1	i	i
CC[C@@H]1[C@H]2CCCC(=O)N3CC[C@@H](C[C@H]1O)[C@@H]23	i	i
COc1ccc(CNC(=O)OCCN2CCN(Cc3ccccc3)CCC2=O)cc1	i	i
Cc1cc(=O)n2[nH]c(N)c(N=Nc3ccccc3F)c2n1	i	i
Cc1cccc(NC(=O)c2cc3ccccc3oc2=O)c1	i	i
Cc1c(C(=O)N(Cc2ccccc2)Cc2cccnc2)cnn1-c1ccc(F)cc1	i	i
CN1CCCC(OC(=O)c2ccccc2Br)C1 (stereo not given)	i	i
CCOc1ccccc1Nc1nc2ccccc2n1C(C)C	i	i
N=Nc1c(O)n(CC(=O)Nc2ccccc2)c2ccccc12	i	i
O=C(c1ccc(Br)s1)N1CCN(C/C=C/c2ccccc2)CC1	i	i
Cc1cccn2c(=O)c(/C=C(\C#N)S(=O)(=O)c3ccccc3)c(N3CCN(Cc4ccccc4)CC3)nc12	i	i
Cc1ncc([N+](=O)[O-])n1S(=O)(=O)c1cc(Cl)ccc1Cl	i	i
COc1ccc(OCc2cc(-c3ccc(Cl)cc3)no2)cc1	i	i
COc1ccc(C2(CNC(=O)c3cc([N+](=O)[O-])cc([N+](=O)[O-])c3)CCCC2)cc1OC	i	i
